PI4K2A block: qHTS for small molecular inhibitors of PI4K2A | activity change, negative = inhibition, % at 76.9 µM | 420,000 compounds, 0.13% hits | Phosphatidylinositol 4-kinase type 2-alpha (Homo sapiens), Q9BTU6 | purified PI4K2A, ADP-Glo luminescence, 1 h; hits give low values; in the data active = activity change below about -50%; inconclusive = mostly about -30% to -49%;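 also: -100% = wells without enzyme as full effect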
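PI4K2A activity was measured by ADP-Glo luminescence: enzyme (4 ug/mL stock) and phosphatidylinositol (1.2 mM stock) in Tris pH 7.5/MgCl2/EGTA/Triton X-100 buffer were reacted with ATP (300 microM stock) for one hour at ambient temperature.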
mIDH1 inhibitor: qHTS for Inhibitors of mutant isocitrate dehydrogenase 1 (IDH1): qHTS | Isocitrate dehydrogenase [NADP] cytoplasmic (Homo sapiens), O75874 | IDH1-R132H enzyme, NADPH consumption, diaphorase/resazurin fluorescence | Potency, µM (highest dose often 76.6 µM), for inactives: at the highest dose activity change, negative = inhibition, actives largely listed as inhibitors | 390,000 compounds, 0.093% hits | AID 602179, 2012; also: potency is read from the fitted curve at half-maximal effect; % is scaled to controls: 0 for no effect and ±100 for the full control effect; nearly all actives have a fitted effect of over 65% in size
Target sequence (O75874 whole entry R132H, stated change not applied): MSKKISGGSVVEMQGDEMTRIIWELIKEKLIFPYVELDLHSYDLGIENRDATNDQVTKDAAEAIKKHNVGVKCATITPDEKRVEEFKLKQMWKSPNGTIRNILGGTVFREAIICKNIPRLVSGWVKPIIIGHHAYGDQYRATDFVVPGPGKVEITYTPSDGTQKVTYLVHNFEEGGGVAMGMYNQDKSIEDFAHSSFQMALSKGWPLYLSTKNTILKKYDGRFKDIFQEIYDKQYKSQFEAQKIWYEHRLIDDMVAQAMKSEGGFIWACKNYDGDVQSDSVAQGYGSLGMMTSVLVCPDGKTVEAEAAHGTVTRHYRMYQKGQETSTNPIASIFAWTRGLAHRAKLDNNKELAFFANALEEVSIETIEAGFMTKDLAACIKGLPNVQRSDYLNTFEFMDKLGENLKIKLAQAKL
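IDH1-R132H (0.5 ug/mL dispensed) in pH 7.5 Tris buffer was preincubated 30 min with compound, then given a substrate mix of 0.016 mM NADPH and 2 mM alpha-KG for 80 min at room temperature; remaining NADPH was read by diaphorase/resazurin fluorescence.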
Tb PGK inh: qHTS Assay to Find Inhibitors of Phosphoglycerate Kinase. Potency, µM (doses to about 57.5 µM), without a hit: top-dose activity change, negative = inhibition, usual class: inhibitors. PGK/GAPDH coupled, Kinase-Glo luminescence, 60 min. 380,000 compounds, 0.043% hits. AID 602233, 2012. Phosphoglycerate kinase, glycosomal (Trypanosoma brucei brucei), P07378; also: potency is read from the fitted curve at half-maximal effect; % is scaled to controls: 0 for no effect and ±100 for the full control effect; nearly all actives have a fitted effect of over 60% in size
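Recombinant glycosomal PGK reaction used 1,3-bisphosphoglycerate generated in-well by GAPDH (100nM final) in 100mM TEA pH 7.6, 5mM MgCl2, 0.01% Tween-20. After 60 minutes at room temperature, ATP was read by Kinase-Glo Plus luminescence end-point.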
Pin1 inhibitor: qHTS Assay to Find Inhibitors of Pin1; Potency, µM (series often up to 115 µM), without a hit: top-dose activity, negative = inhibition, hits mostly inhibitors; 390,000 compounds, 0.009% hits; AID 504891, 2011; Peptidyl-prolyl cis-trans isomerase NIMA-interacting 1 (Homo sapiens), Q13526; Pin1 FP peptide displacement, HiFluor488, 10 min; active = well fitted inhibition curve with a large enough effect in the polarisation, with a control signal flat, not every such curve was filed as active; inconclusive = small, poorly fitted or top-dose-only effect, or effect the other way, or a change in a side signal; inactive = no such curve, though single readings can be large or run the other way; the % refers to the polarisation; also: potency is read from the fitted curve at half-maximal effect; % is scaled to controls: 0 for no effect and ±100 for the full control effect
rTrxR1 inhibitor: qHTS Assay for Inhibitors of Mammalian Selenoprotein Thioredoxin Reductase 1 (TrxR1): qHTS. 390,000 compounds, 1% hits. recombinant rTrxR1, NADPH fluorescence consumption, selenite substrate. Potency, µM (series often up to 114 µM), for inactives: at the top dose activity change, negative = inhibition, actives largely listed as inhibitors. AID 588453, 2011. Thioredoxin reductase 1, cytoplasmic (Rattus norvegicus), O89049; also: potency is read from the fitted curve at half-maximal effect; % is scaled to controls: 0 for no effect and ±100 for the full control effect; nearly all actives have a fitted effect of over 65% in size
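Rat TrxR1 (90 nM in the dispensed reagent) was pre-reduced with 400 uM NADPH for 5 min at room temperature, then incubated with compound for 15 min. After 400 uM selenite was added, NADPH fluorescence (Ex 340/Em 450 nm) was followed for 8 min.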
GLS inhibitor: qHTS for Inhibitors of Glutaminase (GLS) | Glutaminase kidney isoform, mitochondrial (Homo sapiens), O94925 | GLS enzymatic activity, qHTS titration | Potency, µM (titrated, usually from 45.5 µM), inactives show at the highest dose activity change, negative = inhibition, most hits filed as inhibitors | 410,000 compounds, 0.21% hits | AID 624170, 2012; also: potency is read from the fitted curve at half-maximal effect; % is scaled to controls: 0 for no effect and ±100 for the full control effect
Target sequence (O94925 whole entry, looked up, canonical isoform): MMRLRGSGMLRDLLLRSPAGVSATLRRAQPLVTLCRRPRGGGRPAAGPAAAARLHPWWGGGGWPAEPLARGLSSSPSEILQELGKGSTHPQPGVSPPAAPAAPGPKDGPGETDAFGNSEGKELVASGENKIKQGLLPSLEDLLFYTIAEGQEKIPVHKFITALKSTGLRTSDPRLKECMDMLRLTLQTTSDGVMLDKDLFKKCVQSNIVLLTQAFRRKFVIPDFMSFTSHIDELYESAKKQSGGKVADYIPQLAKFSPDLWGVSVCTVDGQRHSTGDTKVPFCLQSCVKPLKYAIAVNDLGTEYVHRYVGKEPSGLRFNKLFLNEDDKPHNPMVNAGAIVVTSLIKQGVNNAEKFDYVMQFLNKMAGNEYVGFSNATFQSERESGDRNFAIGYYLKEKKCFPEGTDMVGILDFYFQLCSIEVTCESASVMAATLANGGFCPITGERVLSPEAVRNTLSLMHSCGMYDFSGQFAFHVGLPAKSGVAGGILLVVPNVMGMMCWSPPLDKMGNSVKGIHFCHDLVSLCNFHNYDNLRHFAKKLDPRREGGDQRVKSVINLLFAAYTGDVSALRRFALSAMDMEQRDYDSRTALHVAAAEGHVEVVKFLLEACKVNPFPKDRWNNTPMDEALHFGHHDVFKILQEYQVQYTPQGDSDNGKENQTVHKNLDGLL
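Two-point fluorescence kinetic (t0, 30 min RT) for hKGA; glutamate detected via glutamate oxidase–HRP–Amplex Red. Substrate: 1 mM L-glutamine solution; buffer 45 mM KH2PO4, pH 8.2.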
USP1-UAF1 inh: Inhibitors of USP1/UAF1: Primary Screen | Ubiquitin carboxyl-terminal hydrolase 1 (Homo sapiens), O94782 | 390,000 compounds, 0.23% hits | AID 743255, 2014 | Potency, µM (doses to about 57.1 µM), without a hit: at the highest dose activity change, negative = inhibition, most hits filed as inhibitors | recombinant USP1/UAF1, Ub-Rhodamine cleavage fluorescence; also: potency is read from the fitted curve at half-maximal effect; % is scaled to controls: 0 for no effect and ±100 for the full control effect; nearly all actives have a fitted effect of over 60% in size; inactives centre near -12
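USP1/UAF1 complex (1 nM) preincubated 15 min at room temperature with compound, then Ub-Rho substrate (150 nM final) added. Kinetic fluorescence at 480/540 nm over 6 reads at 60 s intervals; 50 mM HEPES pH 7.8, 0.5 mM EDTA, 0.1 mg/ml BSA, 1 mM TCEP, 0.01% Tween-20.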
TrxR1 substrate: qHTS Assay for Substrates of Mammalian Selenoprotein Thioredoxin Reductase 1 (TrxR1): qHTS. Thioredoxin reductase 1, cytoplasmic (Rattus norvegicus), O89049. purified TrxR1 substrate turnover, NADPH consumption readout. Potency, µM (doses to about 114 µM), inactives show top-dose activity change, negative = substrate turnover. 390,000 compounds, 0.01% hits. AID 588456, 2011; also: potency is read from the fitted curve at half-maximal effect; % is scaled to controls: 0 for no effect and ±100 for the full control effect; nearly all actives have a fitted effect of over 50% in size
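Rat TrxR1, dispensed at 90 nM, was prereduced with 400 uM NADPH (final) for 5 min at ~22 deg C, then incubated with compound 15 min before 400 uM selenite. A first-read NADPH fluorescence drop versus no-compound background flagged substrates.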
HP1b binding inh: HTS for Inhibitors of HP1-beta Chromodomain Interactions with Methylated Histone Tails. Chromobox protein homolog 1 (Homo sapiens), P83916. AlphaScreen HP1-beta / biotin-H3K9me3 peptide binding. Potency, µM (series often up to 114 µM), inactives show at the top dose activity change, negative = inhibition, usual class: inhibitors. 390,000 compounds, 0.56% hits; also: potency is read from the fitted curve at half-maximal effect; nearly all actives have a fitted effect of over 70% in size; inactives centre near 23
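Compound inhibition of the preformed complex between 50 nM HP1-beta and 50 nM biotinylated H3K9me3 peptide was read by AlphaScreen. Buffer was PBS pH 7.4 with 0.01% Tween-20. Incubations ran 30 min at room temperature, with 10 ug/mL donor/acceptor beads.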
An asterisk follows results filed as active; i = inactive; ? = inconclusive; · = not tested or not shown; & = joins results of further samples; [ ] = dose if it differs, or a comment. Unless noted, calls follow the shape of the dose curve; as a rule, active = well fitted curve in the direction sought with a large enough effect; inconclusive = small, poorly fitted or top-dose-only effect, or another doubt; inactive = no such curve, though single readings can be large; an effect the other way counts as inactive or inconclusive.

SMILES	PI4K2A block	mIDH1 inhibitor	Tb PGK inh	Pin1 inhibitor	rTrxR1 inhibitor	GLS inhibitor	USP1-UAF1 inh	TrxR1 substrate	HP1b binding inh
Cc1cc[n+](Cc2ccccc2)cc1	-3	-5%	-6%	-14%	24%[57.1 µM]	5%	19%	8%[57.1 µM]	34%
COc1ccc(C[C@H]2NC[C@H](O)[C@H]2OC(C)=O)cc1	2	-2%	-2%	3%	40µM*	-3%	-19%	6%	10%
CC(=O)OC(C)(C)/C=C/C(=O)[C@](C)(O)[C@H]1[C@H](O)C[C@@]2(C)[C@@H]3CC=C4[C@H](C[C@H](O)C(=O)C4(C)C)[C@]3(C)C(=O)C[C@]12C	-7	4%	-8%	2%	12%	6%	-6%	1%	51%[activator]
Cc1sc2ccccc2c1CC1=NCCN1	-1&3	-4%	3%	3%	20%[57.1 µM]	7%&4%	16%	101%[activator][57.1 µM]	?
O=C(Nc1nc2c(Cl)cccc2s1)c1ccc(S(=O)(=O)N2CCc3ccccc32)cc1	-3	-14%	i	38%[activator]	26%[57.1 µM]	-11%	8%	0%[57.1 µM]	4%[57 µM]
NC1=C([N+](=O)[O-])C(c2ccc3c(c2)OCO3)c2c(c3ccccc3oc2=O)O1 (stereo not drawn)	0	23%	-5%	-3%	-8%	-9%	-12%	-9%	43%[activator]
O=C(O)c1ccccc1SSc1ccccc1C(=O)O	-12	7%	-3%	-24%	37%[activator]	30%	-16%	3%	56%[activator]
CCOC(=O)N(C)c1ccc(C(O)(C(=O)OC)C(F)(F)F)cc1 (stereo not drawn)	-2	1%	-5%	-2%	6%	-3%	-15%	3%	32%
C[C@H](NC(=O)N1C[C@H]2C[C@@H](C1)c1cccc(=O)n1C2)C(=O)Nc1cccc(F)c1	0	-8%	9%	-8%	9%	0%	-18%	5%	35%
Cc1ccc(C)c(NC(=O)CCNC(=O)N2C[C@H]3C[C@@H](C2)c2cccc(=O)n2C3)c1	0	-2%	5%	5%	19%	-4%	-18%	2%	34%
CN(C)CCNC(=O)c1cccn(Cc2cccc(C(F)(F)F)c2)c1=O	1	-8%	-4%	0%	18%[57.1 µM]	-2%	4%	56%	-8%
CCOc1ccc(CNC(=O)c2cccc(Nc3nc4ccccc4n4nnnc34)c2)cc1OC	0	11%	0%	6%	-7%	-17%	-13%	43%[activator]	22%
CN(CC(=O)N1CCc2ccccc21)S(=O)(=O)c1cccs1	-1	6%	-4%	3%	13%[57.1 µM]	-2%	-14%	9%[57.1 µM]	28%
COc1ccc(NC(=O)c2cn(CCC#N)nc2-c2cccc([N+](=O)[O-])c2)cc1	2	-6%	-4%	-2%	22%	-8%	-16%	9%	-19%
COc1ccc(S(=O)(=O)N2Cc3cnnn3-c3ccccc3C2C#N)cc1 (stereo not drawn)	0	2%[38.3 µM]	i	-3%	19%	7%	-13%	5%	44%[activator]
O=c1c2ccccc2nc(/C=C/c2cccc3ccccc23)n1-c1ccccc1Cl	0	-4%	9%	-1%	12%[57.1 µM]	-4%	-15%	0%[57.1 µM]	57%[activator]
CCOc1ccc(-n2c(SCc3nc(-c4ccccc4C)no3)nnc2-c2ccccc2)cc1	0	0%	9%	-7%	13%	1%	-17%	2%	44%[activator]
CC(=O)c1c(C)n(CC2CCCO2)c2ccc(O)cc12 (stereo not drawn)	1	4%	-7%	4%	8%	?	?	8%	7%
CC(C)(C)C1CCc2onc(C(=O)O)c2C1 (stereo not drawn)	-4	-2%	-3%	0%	24%	-2%	-13%	2%	42%[activator]
C=CCc1ccc(OC)cc1	7	12%	0%	-2%	3%[57.1 µM]	-6%	-12%	0%[57.1 µM]	47%[activator]
COc1ccccc1-n1c(O)c(C=NC2CC2)c(=O)[nH]c1=O	5	-1%	-10%	?	-20%	·	-19%	-9%	44%[activator]
CC(C)CN1CCN(Cc2ccc(C(F)(F)F)cc2)CC1CCO (stereo not drawn)	1	10%	i	2%	16%	-8%	-13%	1%	8%
CN1C2CCC1C(C(=O)O)C(OC(=O)c1ccccc1)C2 (stereo not drawn)	-3	-2%	-2%	-6%	4%	-8%	-17%	-3%	76%[activator]
Cc1cc(=O)oc2cc(OCC(=O)N3CCN(C(C)c4ccccc4)CC3)c(Cl)cc12 (stereo not drawn)	-2	7%	-7%	5%	104%[activator]	0%	-10%	670%[activator]	11%
COc1cccc(-n2c(/C=C/c3ccccn3)nc3ccccc3c2=O)c1	6	-5%	-9%	-2%	15%	-6%	-25%	5%	27%
Cn1cc(C(=O)OCC(=O)N2CCCC2)c2ccccc21	-1	16%	i	-9%	-10%	2%	-9%	-8%	25%
Cn1c(=O)oc2cc(S(=O)(=O)NCCC(=O)NCCc3ccc(Cl)cc3)ccc21	1	2%	-4%	3%	24%[57.1 µM]	-8%	-20%	5%[57.1 µM]	23%
CC1CCCCN1CC(O)c1c[nH]c2ccccc12 (stereo not drawn)	7	3%	-1%	8%	18%[57.1 µM]	-16%	-11%	11%[57.1 µM]	33%
O=C(c1cccc(Cl)c1)C1CCCN(Cc2ccon2)C1 (stereo not drawn)	-2	0%	i	4%	23%	-5%	-9%	3%	33%
O=C(COc1ccc2ccccc2c1)N1CCN(C2CCN(Cc3ccccc3)CC2)CC1	0	0%	-1%	11%	-9%	6%	-10%	-5%	-3%
C/C(=N\NC(=O)c1ccccc1)c1c(O)n(Cc2ccccc2)c(=O)[nH]c1=O	0	0%	-1%	18%	4%[57.1 µM]	21%	-18%	-2%[57.1 µM]	31%[activator]
O=C1NC(=O)C(CCc2ccncc2)(CCc2ccncc2)C(=O)N1CCc1ccccc1	-1	4%	-8%	-3%	-3%	3%	-22%	3%	5%
C[N+]1(C)C2CC(OC(=O)C(CO)c3ccccc3)CC1C1OC12 (stereo not drawn)	4	1%	2%	1%	12%	6%	16%	-2%	23%
COc1ccc(N2C(=O)NC(=O)/C(=C\c3ccccc3[N+](=O)[O-])C2=O)cc1	-10	-4%	0%	-11%	10µM*	-23%	-22%	-6%	13%
FC(F)(F)c1ccc2c(c1)nnn2C1CCN(Cc2nnnn2Cc2ccccc2)CC1	0	2%	-8%	9%	-12%[57.1 µM]	-1%	-12%	3%[57.1 µM]	44%[activator]
C[C@]12CCC3C(CC[C@H]4C[C@@H](O)CC[C@]34C)C1=CC[C@@H]2O (stereo partly drawn)	-8	9%	-4%	·	·	-4%	-21%	·	·
CC1OC1P(=O)(O)O (stereo not drawn)	4	·	·	·	43%[activator][57.1 µM]	4%	·	2%[57.1 µM]	·
COC(=O)C(C)Oc1ccc(Cc2ncc(C(F)(F)F)cc2Cl)cc1 (stereo not drawn)	4	5%	i	3%	11%	-2%	-22%	-8%	117%[activator]
CCC1(c2cccc(O)c2)CCCCN(C)C1 (stereo not drawn)	2&3	-12%	-3%	-2%	11%	-3%	15%	1%	21%
CCOC(=O)c1c(C)[nH]c(C)c1C(=O)C(Cc1ccccc1)N(C)C (stereo not drawn)	-1	-6%	-1%	3%	16%	5%	-1%	0%	16%
CCn1cc(/C=c2/sc3n(c2=O)C2c4ccccc4OC(C)(N=3)C2C(=O)OC)c(C)n1 (stereo not drawn)	-3	-5%	-2%	7%	-21%	9%	-14%	-19%	9%
Cc1ccc2[nH]c(=S)n(-c3cccnc3)c(=O)c2c1	1	-2%	i	-1%	3%[57.1 µM]	6%	-3%	11%[57.1 µM]	20%
Cc1ccc(C(=O)C2CN3CCC2CC3)cc1 (stereo not drawn)	-1	4%	-9%	-12%	10%	1%	-17%	4%	38%
Cc1ccccc1NC(=O)c1cc(-c2ccccc2)n(CCCN2CCOCC2)c1C	2	0%	2%	-7%	-21%	-2%	-8%	-8%	2%
O=C(c1ccc(CNS(=O)(=O)c2ccc(Br)cc2)cc1)N1CCC2(CC1)OCCO2	10	3%	6%	0%	8%[57.1 µM]	-21%	-12%	10%[57.1 µM]	15%
CC1(C)C(=O)CC[C@]2(C)C3C(=O)C=C4[C@H]5C[C@@](C)(C(=O)O)CC[C@]5(C)CC[C@]4(C)[C@]3(C)CC[C@@H]12 (stereo partly drawn)	-1	4%	-8%	-3%	23%[57.1 µM]	-3%	-31%	5%[57.1 µM]	17%
FCCN(CCF)c1cccc(Cl)c1	-1	-3%	-1%	4%	13%	0%	-24%	2%	37%[activator]

Screening data as filed in PubChem.

This is a subset; the hit share may differ from the screen's.
